All columns: NCI-60 one-dose screen, growth in % after 48 h at 10 µM unless noted; 100 = growth as untreated, 0 = no growth, -100 = all killed.
SN12C = SN12C renal cancer cells; actives 3.8% (n = 81,000)
TK-10 = TK-10 renal cancer cells; actives 3.9% (n = 81,000)
IGROV1 = IGROV1 ovarian cancer. actives 4.7% (n = 79,000)
CAKI-1 = CAKI-1 renal cancer | actives 4.7% (n = 75,000)
UO-31 = UO-31 renal cancer | actives 5.2% (n = 81,000)
NCI/ADR-RES = NCI/ADR-RES ovarian cells; actives 4.4% (n = 81,000); AID 1794790
ACHN = ACHN renal cancer; actives 4.9% (n = 81,000)
786-0 = 786-0 renal cancer cells; actives 5.1% (n = 81,000)
Starred values were filed as active, the others as inactive; . = no result given; & = joins results of further samples. How the source made its calls: active means growth percent below 10; inactive means the rest.

Short keys – A = SN12C; B = TK-10; C = IGROV1; D = CAKI-1; E = UO-31; F = NCI/ADR-RES; G = ACHN; H = 786-0
> CCN(Cc1cccc(S(=O)(=O)O)c1)c1ccc(C(=C2C=CC(=[N+](CC)Cc3cccc(S(=O)(=O)O)c3)C=C2)c2ccccc2Cl)cc1
  A: 100&109	B: 108&103	C: 98&113	D: 91&113	E: 73&63	F: 96&101	G: 107&97	H: 106&112
> Cn1c([N+](=O)[O-])cc[n+]1C
  A: 102	B: 115	C: 115	D: 105	E: 93	F: 97	G: 115	H: 97
> COc1ccc(/C=C2\COc3ccc(-c4ccccc4)cc3C2=O)c(OC)c1
  A: 84	B: 95	C: 120	D: 116	E: 86	F: 73	G: 93	H: 83
> C[C@H]1CC2C([C@@H](O)C[C@@]3(C)C2CC[C@]3(O)C(=O)CO)[C@@]2(C)C=CC(=O)C=C12 (some centres not stated)
  A: 55	B: 121	C: 97	D: 76	E: 84	F: 82	G: 88	H: 103
> OC1C=CC2C3C=CC(C3)C12 (configuration not stated)
  A: 108	B: 100	C: 115	D: 106	E: 91	F: 104	G: 105	H: 97
> CC1CC(NC(=S)N(C)C)CC(C)(C)C1 (configuration not stated)
  A: 101	B: 110	C: 118	D: 98	E: 89	F: 102	G: 97	H: 103
> CC1(c2nc3ccccc3cc2C#N)OCCO1
  A: 93	B: 116	C: 116	D: 99	E: 83	F: 98	G: 98	H: 100
> CN(C)c1cccc2c(S(=O)(=O)Nc3ccc4nc(N)sc4c3)cccc12
  A: 80	B: 88	C: 71	D: 65	E: 58	F: 75	G: 70	H: 89
> CCCC(=O)Oc1cccc(CC)c1
  A: 103	B: 99	C: 113	D: 100	E: 94	F: 104	G: 115	H: 97
> COc1nc2cc(C)ccc2cc1-c1nc2c(cnn2-c2ccc(Br)cc2)c(=O)[nH]1
  A: 88	B: 113	C: 92	D: 90	E: 73	F: 84	G: 68	H: 105

9 compounds already listed, arranged by count of non-hydrogen atoms, rising.
Short keys – A = SN12C; B = TK-10; C = IGROV1; D = CAKI-1; E = UO-31; F = NCI/ADR-RES; G = ACHN; H = 786-0
> Cn1c([N+](=O)[O-])cc[n+]1C
  A: 102	B: 115	C: 115	D: 105	E: 93	F: 97	G: 115	H: 97
> OC1C=CC2C3C=CC(C3)C12 (configuration not stated)
  A: 108	B: 100	C: 115	D: 106	E: 91	F: 104	G: 105	H: 97
> CCCC(=O)Oc1cccc(CC)c1
  A: 103	B: 99	C: 113	D: 100	E: 94	F: 104	G: 115	H: 97
> CC1CC(NC(=S)N(C)C)CC(C)(C)C1 (configuration not stated)
  A: 101	B: 110	C: 118	D: 98	E: 89	F: 102	G: 97	H: 103
> CC1(c2nc3ccccc3cc2C#N)OCCO1
  A: 93	B: 116	C: 116	D: 99	E: 83	F: 98	G: 98	H: 100
> CN(C)c1cccc2c(S(=O)(=O)Nc3ccc4nc(N)sc4c3)cccc12
  A: 80	B: 88	C: 71	D: 65	E: 58	F: 75	G: 70	H: 89
> COc1ccc(/C=C2\COc3ccc(-c4ccccc4)cc3C2=O)c(OC)c1
  A: 84	B: 95	C: 120	D: 116	E: 86	F: 73	G: 93	H: 83
> COc1nc2cc(C)ccc2cc1-c1nc2c(cnn2-c2ccc(Br)cc2)c(=O)[nH]1
  A: 88	B: 113	C: 92	D: 90	E: 73	F: 84	G: 68	H: 105
> CCN(Cc1cccc(S(=O)(=O)O)c1)c1ccc(C(=C2C=CC(=[N+](CC)Cc3cccc(S(=O)(=O)O)c3)C=C2)c2ccccc2Cl)cc1
  A: 100&109	B: 108&103	C: 98&113	D: 91&113	E: 73&63	F: 96&101	G: 107&97	H: 106&112

Next part.
Short keys – A = SN12C; B = TK-10; C = IGROV1; D = CAKI-1; E = UO-31; F = NCI/ADR-RES; G = ACHN; H = 786-0
> CCOC(=O)c1cnc2ccc(Br)cc2c1Nc1cccc(NS(C)(=O)=O)c1
  A: 98	B: 123	C: 102	D: 82	E: 75	F: 89	G: 104	H: 91
> Cc1[nH]c(=S)oc1C
  A: 111	B: 107	C: 110	D: 94	E: 79	F: 106	G: 98	H: 101
> S=C1N[C@@H]2[C@H](N1)N(c1ccccc1)C(=S)N2c1ccccc1
  A: 104	B: 116	C: 103	D: 91	E: 97	F: 105	G: 98	H: 96
> COc1ccc(N2CC(c3nc4ccccc4[nH]3)CC2=O)cc1 (configuration not stated)
  A: 94	B: 118	C: 92	D: 91	E: 64	F: 105	G: 89	H: 102
> CCCCC(=O)c1ccc(OC(=O)c2ccc([N+](=O)[O-])cc2)cc1
  A: 97	B: 102	C: 119	D: 106	E: 76	F: 94	G: 100	H: 106
> N#Cc1nnc2cc(-c3ccccc3)nn2c1-c1cccs1
  A: 80	B: 151	C: 75	D: 76	E: .	F: 101	G: 97	H: 91
> CN(Cc1cc(Cl)cc(Cl)c1O)Cc1cc(Cl)cc(Cl)c1O
  A: 71	B: 61	C: 54	D: 43	E: 46	F: 62	G: 53	H: 95
> CCOP(=O)(CCCOc1cc2c(cc1OC)C(=O)N1CCC[C@H]1C=N2)OCC
  A: 107	B: 184	C: .	D: 100	E: 38	F: 115	G: 106	H: 106
> N/C(=N\c1nc2ccccc2s1)C(Cl)(Cl)Cl
  A: 91	B: 116	C: 87	D: 77	E: 78	F: 100	G: 90	H: 101
> C=C1CCC2(C#N)[C@H]3[C@H](CC[C@@H]2C)[C@@H](C)C[C@@H](CC(C)(C)NC(=O)CN2CCC2=O)[C@H]13 (some centres not stated)
  A: 57	B: 81	C: 29	D: 56	E: 47	F: 59	G: 66	H: .
> COc1ccc(-c2nn(-c3cccc(Cl)c3)cc2C2CC(c3ccccc3)=NN2C(C)=O)cc1 (configuration not stated)
  A: 70	B: 63	C: 57	D: 53	E: 59	F: 74	G: 15	H: 72
> CC(=O)c1ccc(NC(=O)CN2CCN(c3cc(=O)[nH]c4ccc(F)cc34)CC2)cc1
  A: 99	B: 100	C: 97	D: 94	E: 90	F: 102	G: 101	H: 105
> CC(=O)N1N=C(c2ccccc2)CC1c1c(C)nn(-c2ccccc2)c1N1CCOCC1 (configuration not stated)
  A: 98	B: .	C: 97	D: .	E: 87	F: 96	G: 97	H: 93
> O=C(CSc1nnc2n1N=C(c1ccccc1)CS2)c1ccc(F)cc1
  A: 106	B: 97	C: 82	D: 92	E: 74	F: 94	G: 98	H: 92
> O=c1[nH]nc(SCc2ccccc2)c(=S)[nH]1
  A: 101	B: 113	C: 123	D: 92	E: 98	F: 124	G: 100	H: 104
> Clc1ccccc1I
  A: .	B: 110	C: 101	D: 100	E: 68	F: 97	G: 102	H: 98
> O=C(CCCSc1nc(-c2ccccc2)cc(-c2ccc(Cl)cc2)n1)NO
  A: 6.9*	B: 22	C: 22	D: 2.4*	E: -26*	F: -22*	G: -0.8*	H: 9.8*
> CCC(C)COCCOCCCN1C(=O)C2C3C=CC(C3)C2C1=O (configuration not stated)
  A: 108	B: 109	C: 109	D: 113	E: 73	F: 103	G: 105	H: 99
> CCOC(=O)C1=C(C)NC(=O)NC1c1ccc(OCc2cn(-c3ccc(C(C)=O)cc3)nn2)cc1 (configuration not stated)
  A: 90	B: 108	C: 99	D: 98	E: 83	F: 95	G: 102	H: 99
> Cc1ccc2nc(CN(CCN(Cc3nc4ccc(C)cc4[nH]3)Cc3nc4ccc(C)cc4[nH]3)Cc3nc4ccc(C)cc4[nH]3)[nH]c2c1
  A: -97*	B: -81*	C: -95*	D: .	E: -74*	F: -73*	G: -99*	H: -97*
> CCOC(=Nc1ccc(C#N)cc1)SC(c1ccccc1)(c1ccccc1)c1ccccc1
  A: 97	B: 104	C: 100	D: 80	E: 91	F: 104	G: 87	H: 101
> O=C(Cn1cc(CN2C(=O)c3ccc([N+](=O)[O-])cc3C2=O)nn1)Nc1ccc(F)cc1Cl
  A: 101	B: 91	C: 100	D: 90	E: 81	F: 98	G: 97	H: 94
> CC(=O)C(C(c1ccccc1)N1CCOCC1)N1CCOCC1 (configuration not stated)
  A: 98	B: 109	C: 102	D: 81	E: 94	F: 83	G: 101	H: 103
> COc1ccc(Cl)cc1NC(=O)c1cc2c([nH]1)-c1nc(NC(=O)C(C)(C)C)sc1CC2
  A: 39	B: 67	C: 65	D: .	E: 59	F: 41	G: .	H: 93
> COc1cc(C2CC(c3ccc(C(F)(F)F)cc3)=Nc3c(N)nc(N)nc3N2)ccc1Oc1nc(NCCO)nc(N2CCOCC2)n1 (configuration not stated)
  A: 94&119	B: 110&101	C: 95&109	D: 88&96	E: 81&94	F: 97&103	G: 104&110	H: 94&102
> O=[N+]([O-])c1ccc(CSc2nnc(-c3ccncc3)o2)cc1
  A: 106	B: 123	C: 97	D: 95	E: 72	F: 96	G: 81	H: 107
> CC(=O)CN(C(C)=O)c1ccccc1
  A: 107	B: 102	C: 111	D: 95	E: 98	F: 108	G: 106	H: 100
> Clc1ccc2c(Nc3ccccc3)ccnc2c1
  A: 85	B: 112	C: 96	D: 95	E: 83	F: 87	G: 96	H: 100
> Cc1ccccc1NC1CC(=O)N(c2ccc(Cl)cc2Cl)C1=O (configuration not stated)
  A: 103	B: 99	C: 101	D: 90	E: 92	F: 100	G: 104	H: 94
> N#C/C(C(=O)c1ccccc1)=C1/C(=O)Nc2ccc([N+](=O)[O-])cc21
  A: 88	B: 125	C: 60	D: 77	E: 60	F: 95	G: 84	H: 105
> Nc1c(Cl)cccc1[N+](=O)[O-]
  A: 103	B: 125	C: 112	D: 104	E: 90	F: 102	G: 104	H: 109
> Cc1cn(-c2cc(C(=O)Nc3cccc(-c4cn(-c5ccc(S(N)(=O)=O)cc5)nn4)c3)cc(C(F)(F)F)c2)cn1
  A: 96	B: 123	C: 113	D: 102	E: 98	F: 109	G: 111	H: 95
> COc1cc(/C(C)=C(\c2ccc(Cl)cc2)c2ccc(OCCN3CCCCC3)cc2)ccc1F
  A: 70	B: 87	C: 69	D: 71	E: 55	F: 82	G: 91	H: 73
> Cc1[nH]c(C2CC(c3ccc(C(F)(F)F)c(F)c3)=NN2C)c(C)c1C(=O)NCC(F)(F)F (configuration not stated)
  A: 93	B: 116	C: 80	D: 81	E: 72	F: 99	G: 99	H: 109
> O=S1(=O)CC2=C1/C=C/CCCC2
  A: 103	B: 108	C: 102	D: 100	E: 89	F: 107	G: 105	H: 102
> Nc1ccc(N=Nc2ccc(S(=O)(=O)O)cc2)cc1S(=O)(=O)O
  A: 96&105	B: 98&115	C: 76&79	D: 88&80	E: 93&81	F: 99&96	G: 100&100	H: 106&104
> Cc1nc2ccccc2c(=O)o1
  A: 109	B: 105	C: 110	D: 100	E: 95	F: 107	G: 106	H: 98
> O=C(CCc1nnc(Cn2cncn2)o1)c1nc2ncccc2[nH]1
  A: 101	B: 98	C: 102	D: 92	E: 78	F: 108	G: 96	H: 100
> COc1cc(/C=C/c2nnc(-c3cc(-c4ccccc4)n[nH]3)o2)cc(OC)c1OC
  A: 100	B: 123	C: 110	D: 89	E: 80	F: 87	G: 91	H: 118
> CCN(C(=O)C(Cl)Cl)c1ccccc1
  A: 104	B: 100	C: 106	D: 84	E: 80	F: 99	G: 107	H: 103
> CSc1nccc(-c2c(-c3ccc(F)c(OCc4ccccc4)c3)nc3sccn23)n1
  A: 79	B: 83	C: 65	D: 77	E: 68	F: 85	G: 64	H: 80
> O=C1c2ccccc2C(=O)c2c(-c3ccccc3)oc(-c3ccccc3)c21
  A: 98	B: 83	C: 97	D: 93	E: 75	F: 90	G: 43	H: 76
> CC(=O)[C@H]1C[C@]23CC[C@]4(C)[C@H](CC[C@@H]5[C@@]6(C)CCC(=O)C(C)(C)[C@@H]6CC[C@]54C)[C@H]2[C@H](C)C1(C)OC3
  A: 88	B: 76	C: 89	D: 66	E: 67	F: 103	G: 100	H: 90
> O=C1C(=O)N(c2nc3ccc(F)cc3s2)C(c2cccnc2)/C1=C(/O)c1ccc2c(c1)OCCO2 (configuration not stated)
  A: 102	B: 100	C: 103	D: 94	E: 91	F: 103	G: 102	H: 105
> O=C(/C=C/c1cn(-c2ccccc2)nc1-c1ccc(Cl)cc1)NNC(=O)Nc1ccc(F)cc1
  A: 95	B: 104	C: 100	D: 90	E: 76	F: 109	G: 98	H: 93
> O=C(CCCCCCCCC(=O)N(C1CCCCC1)C1CCCCC1)N(C1CCCCC1)C1CCCCC1
  A: 67	B: 67	C: 81	D: 62	E: 52	F: 66	G: 53	H: 67
> Nc1nc(=S)c2ncn(C3OC(CO)CC3O)c2[nH]1 (configuration not stated)
  A: 106	B: 98	C: 70	D: .	E: 77	F: 107	G: 108	H: 91
> CN(Cc1ccccc1)Cc1ccccc1C(O)c1ccccc1 (configuration not stated)
  A: 92	B: 98	C: 59	D: 95	E: 62	F: 92	G: 93	H: 86
> Cc1cccc(CN2CCN(C(c3ccccc3)c3ccc(Cl)cc3)CC2)c1 (configuration not stated)
  A: 77	B: 83	C: 67	D: 33	E: 61	F: 83	G: 71	H: 87
> Cc1ccc(C2=NNC(c3cn(-c4ccccc4)nc3-c3cccc(Nc4ccnc5cc(Cl)ccc45)c3)C2)cc1 (configuration not stated)
  A: 63	B: 92	C: 40	D: 73	E: 44	F: .	G: 59	H: 85

Screening data deposited in PubChem by NCI.
